# Source: PubChem (University of Kansas High Throughput Screening Laboratory)
# Pf apPOL inh: Pf-apPOL DNA polymerase inhibition; 0.25% of 210,000 active; Recombinant Pf-apPOL, molecular beacon fluorescence, 1.5 h; inhibition, % at 10 µM
# mHTT-CaM PPI inh: inhibitors of human mutant huntingtin-calmodulin interaction; AlphaScreen His-mHTT/GST-CaM binding, luminescence; inhibition, % at 15 µM; 3.6% of 190,000 active;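 also: 0% = both proteins with DMSO and 100% = one protein alone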
# Target sequence (P42858 whole entry, looked up, stated change not applied): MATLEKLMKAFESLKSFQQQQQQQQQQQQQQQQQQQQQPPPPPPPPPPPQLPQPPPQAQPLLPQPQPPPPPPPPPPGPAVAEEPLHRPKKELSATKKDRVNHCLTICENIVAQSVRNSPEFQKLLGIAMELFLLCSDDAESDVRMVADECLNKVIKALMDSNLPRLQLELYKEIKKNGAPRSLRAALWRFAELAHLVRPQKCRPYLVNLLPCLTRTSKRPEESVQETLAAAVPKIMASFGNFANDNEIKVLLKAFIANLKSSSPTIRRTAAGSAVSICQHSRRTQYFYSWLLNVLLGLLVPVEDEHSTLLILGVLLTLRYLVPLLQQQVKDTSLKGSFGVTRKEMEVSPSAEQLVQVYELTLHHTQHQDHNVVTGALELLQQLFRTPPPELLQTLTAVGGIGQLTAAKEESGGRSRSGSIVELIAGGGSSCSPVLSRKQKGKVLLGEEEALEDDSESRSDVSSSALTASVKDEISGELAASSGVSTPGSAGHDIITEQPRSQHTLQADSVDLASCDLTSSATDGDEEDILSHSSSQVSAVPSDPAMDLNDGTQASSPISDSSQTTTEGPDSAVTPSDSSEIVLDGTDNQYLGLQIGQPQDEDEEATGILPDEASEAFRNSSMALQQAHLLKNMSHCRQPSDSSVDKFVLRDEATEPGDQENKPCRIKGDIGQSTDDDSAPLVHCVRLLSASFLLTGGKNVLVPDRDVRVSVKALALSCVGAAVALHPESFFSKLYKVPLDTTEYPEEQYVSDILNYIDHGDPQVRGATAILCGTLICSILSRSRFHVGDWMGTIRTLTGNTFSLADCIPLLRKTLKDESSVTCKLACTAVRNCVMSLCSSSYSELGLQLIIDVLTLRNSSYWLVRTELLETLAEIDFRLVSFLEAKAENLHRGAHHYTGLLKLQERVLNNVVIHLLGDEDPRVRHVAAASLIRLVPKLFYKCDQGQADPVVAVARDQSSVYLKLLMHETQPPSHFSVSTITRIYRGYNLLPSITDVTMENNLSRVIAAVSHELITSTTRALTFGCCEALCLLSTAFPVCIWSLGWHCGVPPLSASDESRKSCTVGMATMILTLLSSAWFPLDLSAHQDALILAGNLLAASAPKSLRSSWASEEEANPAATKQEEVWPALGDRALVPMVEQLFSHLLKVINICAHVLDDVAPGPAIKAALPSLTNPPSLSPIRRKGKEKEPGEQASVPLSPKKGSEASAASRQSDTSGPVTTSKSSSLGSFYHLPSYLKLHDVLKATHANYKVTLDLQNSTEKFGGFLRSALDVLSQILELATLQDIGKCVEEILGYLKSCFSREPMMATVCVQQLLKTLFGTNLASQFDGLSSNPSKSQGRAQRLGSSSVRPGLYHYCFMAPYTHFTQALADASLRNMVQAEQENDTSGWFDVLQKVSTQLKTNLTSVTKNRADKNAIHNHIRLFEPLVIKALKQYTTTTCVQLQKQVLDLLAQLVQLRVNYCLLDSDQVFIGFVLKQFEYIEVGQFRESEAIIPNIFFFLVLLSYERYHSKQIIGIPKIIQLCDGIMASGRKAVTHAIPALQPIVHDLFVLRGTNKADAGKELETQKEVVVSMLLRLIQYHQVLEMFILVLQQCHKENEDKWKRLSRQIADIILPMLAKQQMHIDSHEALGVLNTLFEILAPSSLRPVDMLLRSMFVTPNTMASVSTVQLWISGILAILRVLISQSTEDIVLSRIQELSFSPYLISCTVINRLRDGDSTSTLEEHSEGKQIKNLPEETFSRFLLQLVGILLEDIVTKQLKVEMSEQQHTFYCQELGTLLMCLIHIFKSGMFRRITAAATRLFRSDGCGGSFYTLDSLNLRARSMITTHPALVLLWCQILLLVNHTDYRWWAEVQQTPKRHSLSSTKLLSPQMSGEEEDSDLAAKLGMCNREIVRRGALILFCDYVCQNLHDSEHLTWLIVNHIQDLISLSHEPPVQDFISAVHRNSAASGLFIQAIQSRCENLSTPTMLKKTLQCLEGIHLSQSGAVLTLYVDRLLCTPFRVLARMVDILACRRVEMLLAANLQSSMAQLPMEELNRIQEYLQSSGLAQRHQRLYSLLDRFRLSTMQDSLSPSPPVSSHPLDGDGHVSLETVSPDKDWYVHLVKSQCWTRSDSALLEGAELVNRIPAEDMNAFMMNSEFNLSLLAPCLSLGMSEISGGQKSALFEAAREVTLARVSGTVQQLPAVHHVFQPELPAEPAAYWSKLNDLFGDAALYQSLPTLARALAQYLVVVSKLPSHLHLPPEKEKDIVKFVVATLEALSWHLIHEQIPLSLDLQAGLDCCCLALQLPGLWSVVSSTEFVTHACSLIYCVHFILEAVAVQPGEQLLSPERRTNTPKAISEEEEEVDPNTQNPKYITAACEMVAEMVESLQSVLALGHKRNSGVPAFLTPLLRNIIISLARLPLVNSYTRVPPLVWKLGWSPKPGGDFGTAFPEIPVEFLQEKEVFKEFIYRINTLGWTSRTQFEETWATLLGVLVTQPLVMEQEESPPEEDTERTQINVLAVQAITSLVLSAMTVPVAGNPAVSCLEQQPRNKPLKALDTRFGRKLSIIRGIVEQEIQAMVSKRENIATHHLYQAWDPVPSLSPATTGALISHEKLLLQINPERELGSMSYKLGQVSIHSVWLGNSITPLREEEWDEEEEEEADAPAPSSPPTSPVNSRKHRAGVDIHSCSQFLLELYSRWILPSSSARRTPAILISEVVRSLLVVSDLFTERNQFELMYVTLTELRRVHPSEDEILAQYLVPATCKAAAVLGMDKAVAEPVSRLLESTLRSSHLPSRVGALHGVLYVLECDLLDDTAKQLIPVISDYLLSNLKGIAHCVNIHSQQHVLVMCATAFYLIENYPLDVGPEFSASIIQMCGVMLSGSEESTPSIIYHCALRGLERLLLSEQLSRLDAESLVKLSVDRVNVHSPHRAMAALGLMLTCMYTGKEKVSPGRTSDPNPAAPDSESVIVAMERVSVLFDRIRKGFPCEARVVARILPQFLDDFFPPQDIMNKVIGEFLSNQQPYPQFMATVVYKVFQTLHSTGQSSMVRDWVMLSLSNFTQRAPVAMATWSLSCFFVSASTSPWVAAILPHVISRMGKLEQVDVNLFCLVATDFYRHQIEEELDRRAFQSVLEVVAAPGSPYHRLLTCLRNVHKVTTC
# * = called active by the depositor; · = no result given; & = joins results of further samples. Rule as the data show it: active = inhibition above about 50%; inactive = the rest.
SMILES,Pf apPOL inh,mHTT-CaM PPI inh
O=C(NC(Nc1ccc([N+](=O)[O-])cc1)C(Cl)(Cl)Cl)c1cccc([N+](=O)[O-])c1 (stereo not drawn),-0.9,98.0*
CC(=O)N1CCc2cc(Br)cc(S(=O)(=O)N3CCC(C(=O)O)CC3)c21,12.9,1.0
COCc1cc(=O)n2[nH]cc(-c3ccccc3)c2n1,4.9,-5.0
CC1Cc2cc(-c3cc(CNC(=O)CCn4ccc(=O)[nH]c4=O)no3)ccc2O1 (stereo not drawn),-3.8,3.4
Cc1ccccc1C(=O)Nc1cnn(C)c(=O)c1N1CCCCC1,-5.1,9.1
O=C(Nc1ccccc1F)C1CC(=O)N(Cc2cccc(Br)c2)C1 (stereo not drawn),1.2,-3.3
NNC(=O)Cc1csc(-c2cccs2)n1,-8.7&-2.8,·
Cc1cc(=O)[nH]c(SC(C(=O)c2ccccc2)c2ccccc2)n1 (stereo not drawn),-4.7,8.7
CCCCN(CC)CCCNC(=O)C1CCN(c2nc3cccnc3s2)CC1,2.0,-6.4
N#Cc1cc(Br)ccc1N=C1CCCN1C1CCCCC1,-1.1,-61.0
CCOc1ccccc1-n1c(SCC(=O)Nc2cccc(OC)c2)nc2n[nH]c(C)c2c1=N,-1.6,6.0
CCCCOc1ccc(-c2csc(N)n2)cc1[N+](=O)[O-],3.3,22.3
O=C(NCCNc1ccc(C(F)(F)F)cc1[N+](=O)[O-])c1cccnc1Oc1ccccc1,-6.0,·
Cn1ncc(N)c1C(N)=O,·,-2.0
O=C1CCC([N+](=O)[O-])C(c2ccccc2C(F)(F)F)N1 (stereo not drawn),7.4,-6.0
O=C(O)CC(C(=O)O)n1c(O)c(C=C2C=Nc3ccccc32)sc1=S (stereo not drawn),24.9,11.7
COc1ccc(C2CC(c3ccc(Br)cc3)Nc3nnnn32)c(OC)c1 (stereo not drawn),2.4,36.1
COCc1nnc2c3cc(C)ccc3nc(N(C)Cc3ccccc3)n12,0.0,22.7
Cc1cc(OCC(=O)NCCc2nc3ccccc3[nH]2)cc(C)c1Cl,5.4,14.0
Cc1ccc2nc(NC(=O)CSc3nc(N)cc(=O)[nH]3)sc2c1,1.4,11.2
CC(=O)Nc1ccc(-c2noc(C3CCCN(C(=O)c4cccs4)C3)n2)cc1 (stereo not drawn),3.9,0.9
CC(C)N1C(=O)c2ccccc2CC1(C)C(=O)NC1CCCCCCC1 (stereo not drawn),-4.3,3.4
Cc1nnc(SCC(=O)NC2CC3CCC2(C)C3(C)C)n1N (stereo not drawn),·,-0.9
COc1ccc(O)c(C=Nc2ccc(S(N)(=O)=O)cc2)c1,3.1,-1.0
Cc1ccc(NC2OC(=O)c3ccccc32)cc1Cl (stereo not drawn),-1.1,2.0

# Part of the list above, with bars between the fields:
Structure | Pf apPOL inh | mHTT-CaM PPI inh
N#Cc1cc(Br)ccc1N=C1CCCN1C1CCCCC1 | -1.1 | -61.0
CCOc1ccccc1-n1c(SCC(=O)Nc2cccc(OC)c2)nc2n[nH]c(C)c2c1=N | -1.6 | 6.0
CCCCOc1ccc(-c2csc(N)n2)cc1[N+](=O)[O-] | 3.3 | 22.3
O=C(NCCNc1ccc(C(F)(F)F)cc1[N+](=O)[O-])c1cccnc1Oc1ccccc1 | -6.0 | ·
Cn1ncc(N)c1C(N)=O | · | -2.0
O=C1CCC([N+](=O)[O-])C(c2ccccc2C(F)(F)F)N1 (stereo not drawn) | 7.4 | -6.0
O=C(O)CC(C(=O)O)n1c(O)c(C=C2C=Nc3ccccc32)sc1=S (stereo not drawn) | 24.9 | 11.7
COc1ccc(C2CC(c3ccc(Br)cc3)Nc3nnnn32)c(OC)c1 (stereo not drawn) | 2.4 | 36.1
COCc1nnc2c3cc(C)ccc3nc(N(C)Cc3ccccc3)n12 | 0.0 | 22.7
Cc1cc(OCC(=O)NCCc2nc3ccccc3[nH]2)cc(C)c1Cl | 5.4 | 14.0
Cc1ccc2nc(NC(=O)CSc3nc(N)cc(=O)[nH]3)sc2c1 | 1.4 | 11.2
CC(=O)Nc1ccc(-c2noc(C3CCCN(C(=O)c4cccs4)C3)n2)cc1 (stereo not drawn) | 3.9 | 0.9
CC(C)N1C(=O)c2ccccc2CC1(C)C(=O)NC1CCCCCCC1 (stereo not drawn) | -4.3 | 3.4
Cc1nnc(SCC(=O)NC2CC3CCC2(C)C3(C)C)n1N (stereo not drawn) | · | -0.9
COc1ccc(O)c(C=Nc2ccc(S(N)(=O)=O)cc2)c1 | 3.1 | -1.0
Cc1ccc(NC2OC(=O)c3ccccc32)cc1Cl (stereo not drawn) | -1.1 | 2.0

# Next section
SMILES,Pf apPOL inh,mHTT-CaM PPI inh
O=C(NC1CCN(Cc2ccccc2)CC1)C1CCN(c2ccncc2)CC1,6.7,-15.2
Cc1ccc(-c2nc(C(=O)Nc3ccc4c(c3)OCCO4)c3n2CCCCC3)cc1,1.9,7.4
CC(=O)NCc1csc(C2CCCN(S(=O)(=O)c3cccc4nsnc34)C2)n1 (stereo not drawn),-2.0,0.7
CCc1nccn1Cc1nc(C2CC2)no1,-4.5,-4.1
Nc1nc(SCc2ccc(Cl)cc2Cl)n[nH]1,-8.7&-3.7,-5.8&-1.1
Cc1ccc(NC(=O)C2CCN(c3ncnc4c3nc3n4CCCCC3)CC2)cc1C,-6.0,10.5
COc1cc([N+](=O)[O-])cc(C=Nc2cc(C(C)(C)C)cc(Cl)c2O)c1O,-1.7,10.0
COc1ccc(N2C(=O)CCC2(C)C(=O)NC2CCCC2)c(OC)c1 (stereo not drawn),-0.3,10.4
CSc1cccc(NC(=O)CN2CCN(CC(=O)Nc3cccc(SC)c3)CC2)c1,15.0,·
Cc1ccc(NC(=O)c2cc(NC(=O)c3ccco3)ccc2N2CCOCC2)cc1Cl,1.9,4.0
Cc1ccc2[nH]c3c(N4CCCCC4)ncnc3c2c1,-1.1,4.0
COc1ccc(-n2nc3c(c2NC(=O)CC2CCCCC2)CS(=O)C3)cc1 (stereo not drawn),-2.7,-1.0
O=C(NCc1ccccc1F)C1CCCN(c2nnc3ccc(C(F)(F)F)cn23)C1 (stereo not drawn),-8.1,9.1
C=CCn1c(=O)c2c(ncn2Cc2ccc(C)cc2)n(-c2ccccc2)c1=O,-2.2,4.8
CCOc1ccccc1C(=O)N1CCCCC1c1nncn1CC1CC1 (stereo not drawn),0.1,4.2
CCC(=O)c1ccc(OCC(O)CN(CC)Cc2ccccc2)cc1 (stereo not drawn),-5.2,-14.1
Cc1ccc(N=Cc2ccc(Cl)c(Cl)c2)c(O)c1,-15.8,13.0
COc1ccc(C(=O)Oc2cc(C)c3c(c2)OC(=Cc2ccncc2)C3=O)cc1OC,-2.0,-0.7
O=C(c1cccs1)N1CCC2(CC1)Nc1cccnc1NC2=NCc1ccccc1,-3.1,4.4
CC(=O)Nc1c(C)cc(C)cc1[N+](=O)[O-],-6.0,-4.9
CCCCN(c1ccccc1)c1ncnc(N)c1[N+](=O)[O-],-4.7,8.0
CC(C)Sc1ccc(CC(=O)N2CCC(c3nnc(C(C)C)o3)CC2)cc1,-4.5,6.5
Cc1ccc(Cn2c(Br)nc3c2c(=O)[nH]c(=O)n3C)cc1,1.2,-3.0
C=CCOc1ccc(/C=C(\C#N)c2ccccc2)cc1Br,-4.7,-171.1
CCOc1ccccc1CNC(=O)CCc1cn(Cc2ccccc2)c2ccccc12,-12.8,19.0
SMILES,Pf apPOL inh,mHTT-CaM PPI inh
CCCc1noc(-c2cccnc2N2CCCN(C(=O)c3ccc(N(C)C)cc3)CC2)n1,-0.3,34.0
C=CCn1c(=O)c2c(ncn2Cc2ccccc2)n(-c2cccc(F)c2)c1=O,0.3,0.8
Cc1ccc(Cc2c(C)nc3c(C(=O)NCCC(C)C)c[nH]n3c2=O)cc1,-7.9,14.0
O=C(O)CC1(CC(=O)NCc2ccoc2)CCCCC1,2.2,·
CCNC(=O)c1cncc(-c2ccc(F)cc2F)c1,38.1,4.7
Cc1ccc(OCC(O)CN(C)C)cc1 (stereo not drawn),4.8,-2.2
COc1ccc(N(CC(=O)Nc2cccc(C)c2C)S(C)(=O)=O)c(OC)c1,-2.8,4.1
O=C(NCc1ccc(F)cc1)c1ccc2c(c1)Sc1ncccc1C(=O)N2C1CC1,-8.7,2.7
CCC(=O)N1CCc2c(c(COCc3ccc(Cl)cc3)nn2C)C1,-14.5,52.2*
Cc1cccc(NC(=O)CC2SC(=N)NC2=O)c1 (stereo not drawn),-4.3,2.0
Cc1cccnc1NC(=O)NC1CC(=O)N(c2ccc3c(c2)OCCO3)C1 (stereo not drawn),-9.6,4.4
COc1nc(Nc2ccccc2)nc(OC)n1,8.4&0.4,·
COc1ccc(S(=O)(=O)Nc2ccc(C)cc2NS(=O)(=O)c2ccc(OC)cc2)cc1,-3.9,5.6
Nc1nc(C(F)(F)F)c(-c2cccc(C(F)(F)F)c2)s1,-4.9,·
Clc1ccc(Cl)c(Nc2ncnc3ccccc23)c1,-3.7,-4.0
CC1=NN(c2ccc(C(=O)O)cc2)C(=O)/C1=C/c1ccc(-c2ccc(C)cc2[N+](=O)[O-])o1,-9.0,11.0
Cc1cccc(C)c1N(CC(=O)N1CCN(c2ccc(F)cc2)CC1)S(C)(=O)=O,-1.7,1.0
CC(C)c1ccc(S(=O)(=O)N=C2C=CC(=O)c3ccccc32)cc1,11.0,67.0*
Cc1ccc(F)cc1S(=O)(=O)N1CCC(c2nc(C(=O)N3CCCCC3)c(C)o2)CC1,-0.9,7.4
O=c1c2sccc2n(Cc2cccc([N+](=O)[O-])c2)c(=O)n1-c1ccc(F)cc1,7.7,-6.0
COc1cccc(NC(=O)C(=O)NCCc2ccc(F)cc2)c1,-0.3,0.1
S=c1nc(-c2ccccc2)c(-c2ccccc2)n[nH]1,8.9,·
CCS(=O)(=O)N1CCCc2cc(NC(=O)c3ccco3)ccc21,-5.0,0.4
Oc1[nH]c2ccc(Br)cc2c1OCc1ccncc1,·,-3.1
Clc1ccccc1-c1cc2ccccc2[nH]1,0.2,·
SMILES,Pf apPOL inh,mHTT-CaM PPI inh
Cn1c(=O)c2c3nc4cc(Cl)ccc4cc3c(=O)n(C)c2n(C)c1=O,3.3,·
Cc1ccc(-c2noc(-c3cccnc3N3CCC(C(=O)NC(C)C)CC3)n2)cc1,-3.8,-7.5
Cc1cccc(-c2noc(C3CCCN3C(=O)c3ccc(F)cc3Cl)n2)c1 (stereo not drawn),2.2,8.5
CC(=O)c1ccc(OCc2cn(CC(=O)c3ccc(O)cc3)nn2)cc1,11.0,4.4
O=c1c(-c2ccc(Cl)cc2)coc2c(CN3CCCCC3)c(O)ccc12,-10.7,0.3
O=C(Nc1ccccc1)c1cc(S(=O)(=O)Nc2ccccn2)c(Cl)cc1Cl,-2.9,-1.0
Nc1ccc2c(c1)nc1ccccn12,·,0.1
O=C(Nc1ccccc1Br)N1CCOc2ccccc21,-2.6,-22.3
Cc1ccc(NC(=O)N2CCC3(CC2)Nc2cc(F)ccc2-n2cccc23)cc1,-4.9,61.5*
Cc1ccc(CNC(=O)CSc2nnc(C)s2)cc1,-10.7,-4.1
O=C(N1CCCCCC1)C1(S(=O)(=O)c2ccc(Cl)cc2)CC1,-1.2,-5.0
CCCC1CCC2(CC1)CC[C@@H]2OC(=S)NCCc1ccc(Cl)cc1 (stereo partly drawn),-4.7,29.2
COc1ccccc1C1C2=C(CCCC2=O)Nc2nc(SCc3ccccc3Cl)nn21 (stereo not drawn),-3.9,9.0
O=C(Nc1cccs1)N(CCc1cccs1)Cc1cccnc1,28.1,26.3
CC(=NNC(N)=S)c1cccnc1,-1.3,·
CCC(NC(=O)c1cn2ccc(C)cc2n1)c1cccs1 (stereo not drawn),-2.9,-3.8
Cc1cc(C)cc(NC(=O)N2CCC(c3nc4ccncc4n3C(C)C)C2)c1 (stereo not drawn),0.3,8.2
O=C(NC1C2CC3CC(C2)CC1C3)c1cc(F)c(F)cc1Cl (stereo not drawn),-2.9,-11.0
Cc1ccc(NC(=O)CN(c2ccc(F)cc2)S(C)(=O)=O)cc1Cl,-3.7,-5.4
COCCNC(=O)c1c[nH]c2ccc(S(=O)(=O)Nc3cccc(C(F)(F)F)c3)cc2c1=O,-0.3,2.0
O=C(Nc1ccccc1F)C1CCN(C(=O)c2ccc(Cl)cc2Cl)CC1,-13.8,2.2
Oc1ccc(Cl)cc1-c1cc(C(F)(F)C(F)F)on1,·,-31.2
CCCOc1ccc(C2C3=C(CCCC3=O)Nc3ccc4ncccc4c32)cc1 (stereo not drawn),-2.3,48.0
Cc1nc2scc(C)n2c(=O)c1NC(=O)c1ccc(C(F)(F)F)cc1,-1.9,-8.0
Cc1ncc(CO)c2cc(C(N)=O)c(=Nc3ccc(Br)cc3)oc12,-5.8,-1.0
SMILES,Pf apPOL inh,mHTT-CaM PPI inh
Cc1ccc(CN2CCCN(C)CC2)s1,-5.2,-2.8
COc1ccccc1C(CCNS(=O)(=O)c1ccccc1)c1ccc2c(c1)OCO2 (stereo not drawn),-6.4,22.0
CC1CCC(NC(=O)c2ccc(Cn3cncn3)cc2)CC1 (stereo not drawn),-2.9,-2.3
O=C(COc1ccc([N+](=O)[O-])cc1)NCc1ccco1,-3.0,-6.8
Cc1ccc(NC(=O)c2ccc(Cn3cncn3)cc2)cc1,-12.1,-3.4
CCCNC(=O)N1CCCN(C(C)=O)CC1,1.8,-1.8
O=C1C2C3C=CC(O3)C2C(=O)N1OCc1ccc(OC(F)(F)F)cc1 (stereo not drawn),-6.0,·
CCCCOc1ccccc1NC(=O)c1ccc([N+](=O)[O-])cc1,-7.4,9.2
O=C(c1ccoc1)N1CCC(n2cnnc2-c2ccccc2)C1 (stereo not drawn),0.9,2.2
Cc1ccc(-n2c(SCC(=O)NCc3ccco3)nc3c(c2=O)SCC3)cc1,-5.6,-9.0
Clc1ccccc1C=Nc1ccc2c(c1)OCCO2,2.5,2.0
O=C(Nc1cccc(N2CCCN(Cc3cc(F)cc(F)c3)C2=O)c1)C1CCCC1,-1.4,-0.7
O=C(c1ccc(-c2ccccc2)cc1)N1CCCC1,-10.3,-0.2
CC(C)CC(c1ccccc1)C(O)c1ccccc1 (stereo not drawn),-0.6,·
COc1ccccc1C(=O)N1CCC(CCOc2ccccc2)CC1,-3.0,16.4
O=C(NCc1ccncc1)c1cnn2c(-c3ccccc3)ccnc12,3.5,-0.3
COc1ccc(C(=O)Nc2c3c(nn2-c2ccc(C)cc2C)CS(=O)(=O)C3)cc1,-2.7,8.0
